p53 reactivator – restores transcriptional activity of mutant p53 | H1299 p53-A138V BP100-luciferase reporter, luminescence, 24 h | Potency, µM (series often up to 92.2 µM), inactives show at the highest dose activity change, positive = activation, hits mostly activators | 0.063% of 320,000 active | AID 504706; note: % of control where 0% means no effect; nearly all actives have a fitted effect of over 45% in size
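H1299 (p53-null), stable ts p53-A138V + BP100-Luc; 1000 cells/well, Opti-MEM/10% FBS; cpd 4 pt, 1:5; 24 h, 37 deg C, 5% CO2; detection reagent 10 min RT; luminescence.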
uPA generation – inhibitors of cell surface uPA generation; cell surface uPA generation assay, qHTS; Potency, µM (titrated, usually from 38.3 µM), for the others: top-dose activity change, negative = inhibition, most hits filed as inhibitors; 0.31% of 330,000 active; AID 540303; active = well fitted inhibition curve with a large enough effect; inconclusive = small, poorly fitted or top-dose-only effect; inactive = no such curve, though single readings can be large or run the other way; tested in mouse RAW 264.7 cells; note: % is set by controls: 0 for no effect and ±100 for the full control effect; nearly all actives have a fitted effect of over 55% in size
MLL CXXC-DNA inh – MLL CXXC-DNA interaction inhibition; Q03164; MLL-CXXC / FITC-HOXA9 DNA fluorescence polarization; Potency, µM (doses to about 115 µM), for the others: at the highest dose activity change, negative = inhibition, most hits filed as inhibitors; 0.037% of 290,000 active; AID 2662; active = well fitted inhibition curve with a large enough effect in the polarisation, with a control signal flat, not every such curve was filed as active; inconclusive = small, poorly fitted or top-dose-only effect, or effect the other way, or a change in a side signal; inactive = no such curve, though single readings can be large or run the other way; the % refers to the polarisation
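Purified MLL-CXXC (added from a 7 uM solution) was preincubated 5 min at ambient with pinned compounds in 50 mM Tris-HCl pH 7.5, 50 mM NaCl, 1 mM DTT, 0.05% BSA. Fluorescein-labeled HOX-A9 DNA (50 nM solution) followed, 30 min, then polarization read.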
Rab9 promoter act – Rab9 promoter activation | Huh7 Rab9 promoter-luciferase reporter, luminescence, 24 h | Potency, µM (titrated, usually from 9.22 µM), for the others: top-dose activation, negative = inhibition, usual class: activators | 2.8% of 320,000 active; note: % of control where 0% means no effect; nearly all actives have a fitted effect of over 60% in size
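Steps: seed 1500 Huh7 Rab9-luc cells per well, rest 2 h at 37 °C; add compound in DMSO; incubate 24 h; add luciferase reagent, 10 min ambient; read luminescence.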
RORg inh – inhibitors of mouse ROR gamma transcriptional activity; Drosophila S2 Gal4-RORgamma UAS-luciferase reporter, 20 h; AID 2551; P51450; Potency, µM (top dose mostly 53.6 µM), for inactives: at the top dose activity change, negative = inhibition, actives largely listed as inhibitors; 5.4% of 310,000 active; note: % is set by controls: 0 for no effect and ±100 for the full control effect; nearly all actives have a fitted effect of over 60% in size
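In this cell-based reporter format, copper sulfate (700 uM final) drives Gal4–ROR gamma fusion expression from a metallothionein promoter in Drosophila Schneider cells; compounds preincubated 1 hr, reporter read after 20 hr at ambient temperature.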
MBNL1 CUG block – MBNL1-poly(CUG) RNA binding inhibition; Potency, µM (series often up to 57.5 µM), for the others: at the top dose activity change, negative = inhibition, hits mostly inhibitors; 0.036% of 280,000 active; TR-FRET MBNL1-His/biotin-(CUG)12 binding, 665/545 ratio; active = well fitted inhibition curve with a large enough effect in the signal ratio, with a control signal flat, not every such curve was filed as active; inconclusive = small, poorly fitted or top-dose-only effect, or effect the other way, or a change in a side signal; inactive = no such curve, though single readings can be large or run the other way; the % refers to the signal ratio; note: % is set by controls: 0 for no effect and ±100 for the full control effect
Target sequence (Q9NR56 whole entry, looked up): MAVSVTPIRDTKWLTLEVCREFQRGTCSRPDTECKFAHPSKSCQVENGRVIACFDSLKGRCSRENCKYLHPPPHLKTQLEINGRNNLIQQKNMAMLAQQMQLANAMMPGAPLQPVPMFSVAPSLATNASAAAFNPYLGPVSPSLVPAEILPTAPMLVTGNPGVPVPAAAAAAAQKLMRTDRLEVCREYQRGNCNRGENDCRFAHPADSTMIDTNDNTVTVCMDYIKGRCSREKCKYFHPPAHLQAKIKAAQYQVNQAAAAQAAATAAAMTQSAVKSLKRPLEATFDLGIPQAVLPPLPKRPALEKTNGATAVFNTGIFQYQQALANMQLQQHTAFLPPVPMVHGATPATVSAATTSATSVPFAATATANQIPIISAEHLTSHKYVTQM
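His-tagged MBNL1 binding to biotinylated (CUG)12 RNA was measured by TR-FRET using terbium anti-His antibody (0.055 ng/ul final) and streptavidin-XL665 (5 nM final). Compounds were titrated 92 nM to 58 uM; 60 min at room temperature.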
BRCA1 expr up – BRCA1 expression activation | MCF7-BRCA1-FFLuc reporter, luminescence, 48 h; response scale: scaled: vehicle 0%, 10 µM genistein 100% | Potency, µM (titrated, usually from 46.1 µM), for inactives: at the highest dose activation, actives largely listed as activators | 1.1% of 380,000 active; note: nearly all actives have a fitted effect of over 80% in size; some results filed as inactive show a strong effect at the top dose
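Using MCF7 cells harboring a BRCA1 firefly luciferase reporter, plated 2 h before compound pinning, the screen measured luminescence after 48 h incubation. Responses were normalized to DMSO and 10 microM genistein, then fitted for concentration-effect.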
Gal4-VP16 FLuc – Gal4-VP16 reporter inhibition counter-screen; Drosophila S2 Gal4-VP16 UAS-luciferase, luminescence, 20 h; Potency, µM (highest dose often 53.6 µM), without a hit: at the top dose activity, negative = inhibition, most hits filed as inhibitors; 3.5% of 310,000 active; AID 2546;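 note: Gal4-VP16 expression switched on by copper sulfate through the metallothionein promoter; % is set by controls: 0 for no effect and ±100 for the full control effect; nearly all actives have a fitted effect of over 50% in size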
ELG1 genotoxic – inducers of genotoxicity in HEK293T ELG1-luciferase cells. HEK293T ELG1-luciferase reporter, luminescence, 16 h. Potency, µM (top dose mostly 46 µM), for the others: at the highest dose activity change, positive = activation, hits mostly activators. 1.3% of 330,000 active; note: % of control where 0% means no effect; nearly all actives have a fitted effect of over 60% in size
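Screening used a luciferase reporter fused to human ELG1 in HEK293T cells. Luminescence was read on a CCD plate imager after 16 hr exposure and 30 min ONE-Glo incubation.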
FLuc counter – inhibits or activates purified firefly luciferase, miR-21 counter-screen; P08659; 6.9% of 360,000 active; Potency, µM (highest dose often 57.5 µM), without a hit: at the highest dose activity change, negative = inhibition, actives largely listed as inhibitors; purified FLuc, Km substrates, luminescence inhibition;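 note: plate controls were vehicle for no effect and reference inhibitor for full effect; nearly all actives have a fitted effect of over 55% in size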
Target sequence (P08659 whole entry, looked up): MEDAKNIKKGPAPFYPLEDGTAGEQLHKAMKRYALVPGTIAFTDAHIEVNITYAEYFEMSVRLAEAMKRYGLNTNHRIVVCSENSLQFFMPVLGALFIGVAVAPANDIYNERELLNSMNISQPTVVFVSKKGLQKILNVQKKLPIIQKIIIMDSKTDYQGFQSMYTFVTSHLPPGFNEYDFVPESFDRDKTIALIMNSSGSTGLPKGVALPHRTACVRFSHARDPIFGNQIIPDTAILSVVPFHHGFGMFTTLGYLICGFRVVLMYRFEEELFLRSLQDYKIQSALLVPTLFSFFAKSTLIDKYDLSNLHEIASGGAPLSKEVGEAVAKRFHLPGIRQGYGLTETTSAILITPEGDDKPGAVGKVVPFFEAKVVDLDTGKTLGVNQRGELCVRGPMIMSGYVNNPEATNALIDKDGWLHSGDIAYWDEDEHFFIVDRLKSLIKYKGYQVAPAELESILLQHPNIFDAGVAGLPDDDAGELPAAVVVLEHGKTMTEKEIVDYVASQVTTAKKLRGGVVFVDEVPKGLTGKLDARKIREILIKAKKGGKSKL
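Biochemical qHTS of compounds, final roughly 60 µM downward over six points, against 10 nM purified firefly luciferase using Km concentrations of substrates (10 uM D-luciferin, 10 uM ATP) in Tris acetate pH 7.5 buffer; luminescence output.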
NPC1 promoter act – activates the NPC1 promoter. Huh7 NPC1 promoter luciferase reporter, 24 h. Potency, µM (highest dose often 9.22 µM), for the others: top-dose activation, actives largely listed as activators. 2.4% of 320,000 active. AID 485313;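 note: % of control where 0% means no effect; nearly all actives have a fitted effect of over 60% in size; reporter is driven by a mutant NPC1 promoter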
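Compounds in DMSO were transferred onto Huh7 NPC1-luciferase reporter cells pre-incubated 2 h; after 24 h at 37 °C, Amplite reagent was dispensed and luminescence recorded 10 min later.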
Active calls of the source: *; ? = inconclusive; · = not tested or not shown; & = joins results of further samples; [ ] = remark or other dose. Unless noted, calls come from the whole dose curve; as a rule, active = well fitted curve in the direction sought with a large enough effect; inconclusive = small, poorly fitted or top-dose-only effect, or another doubt; inactive = no such curve, though single readings can be large; an effect the other way counts as inactive or inconclusive. Potency is the fitted concentration of half-maximal effect. Some of the compounds tested. The share of hits here may be higher or lower than overall.

item	structure	MLL CXXC-DNA inh	FLuc counter	MBNL1 CUG block	NPC1 promoter act	p53 reactivator	ELG1 genotoxic	BRCA1 expr up	uPA generation	Rab9 promoter act	Gal4-VP16 FLuc	RORg inh
1	Cc1nnc(SCc2nnc(-c3ccccc3)o2)n(N)c1=O	-5%	3%	-4%	-2%	9%	4%	-5%	1%	2%	8%	-6%
2	CCN(CC)c1ccc(NC(=O)COc2ccccc2C)cc1S(=O)(=O)Nc1ccccc1OC	9%	-4%	8%	-6%	7%	0%	-5%	-5%	2%	-9%	-4%
3	Fc1cccc(F)c1/C=N/Nc1ccccn1	5%	?	1%	26%	22%	13%	-22%	-14%	?	-24%	?
4	Cc1ccc(NC(=O)CSc2nnc([C@H](C)NC(=O)OC(C)(C)C)o2)c(C)c1	4%	-2%	0%	-2%	0%	1%	20%	2%	8%	0%	-1%
5	Cc1cc(OC(C)C(=O)NCc2cccnc2)c2c(C)c(C)c(=O)oc2c1 (stereo not drawn)	-8%	-1%	-2%	-2%	-2%	8%	-5%	3%	-3%	?	-11%
6	COC(=O)C1CN(C(=O)COc2ccccc2C)c2ccccc2O1 (stereo not drawn)	-1%	?	-10%	-2%	-1%	1%	-7%	2%	7%	-1%	28%
7	Cc1nn(C)c(C)c1S(=O)(=O)NCCc1ccc(Cl)cc1	-16%	-2%	?	-7%	-5%	-1%	-5%	3%	0%	12%	2%
8	CCC(C)(C)n1nnnc1CN(Cc1cc2cc(OC)ccc2[nH]c1=O)C1CCCC1	14%	5%	1%	-5%	-5%	-1%	-46%	2%	3%	-5%	12%
9	Cc1ccc(N2C(=O)CC2(C#N)c2ccc(OCc3ccccc3)cc2)cc1 (stereo not drawn)	2%	6%	-3%	0%	2%	-3%	6%	2%	-5%	8%	35%
10	COc1cc(CNCCO)cc(Cl)c1OCc1ccc(Cl)cc1Cl	-2%	-6%	-10%	-8%	-9%	-17%	-86%	3%	-1%	-8%	-2%
11	O=C(O)c1ccc2c(c1)C(=O)/C(=C/c1ccccc1)C2=O	9%	?	?	-3%	-2%	-2%	-7%	8%	-4%	-26%	-2%
12	NC(=O)c1ccc(C(F)(F)F)n(Cc2ccc(F)c(F)c2)c1=O	3%	2%	-3%	-8%	0%	-3%	-19%	2%	8%	-22%	25%
13	Cc1c(C(=O)Nc2ccc3c(c2)OCO3)oc2ccccc12	37%	1.9µM*	8%	2µM*	·	2.6µM*	33%	2%	2.2µM*	-2%	-15%
14	C=Cc1ccc(N=Cc2c(O)ccc3ccccc23)cc1	?	19µM*	6%	-3%	8%	-2%	-33%	-1%	-3%	-12%	-31%
15	O=C(NCc1ccccc1)C1CCN(S(=O)(=O)N2CCCCCC2)CC1	3%	1%	-3%	-3%	14%	-2%	0%	·	-6%	24%	30%
16	COc1ccc(OC)c(S(=O)(=O)N2CCN(c3ccccn3)CC2)c1	7%	-1%	-9%	-1%	0%	-1%	2%	-8%	2%	-1%	12%
17	Cc1cc(C(=O)COC(=O)CNC(=O)c2ccco2)c(C)n1Cc1ccco1	12%	?	-1%	2%	0%	0%	20%	1%	-5%	8%	31%
18	COc1ccccc1CCC(=O)OCC(=O)Nc1cc(S(=O)(=O)N2CCOCC2)ccc1C	·	3%	·	2%	5%	18%	4%	3%	-3%	·	·
19	COc1ccc(S(=O)(=O)N2CCC(C(N)=O)(N3CCCCC3)CC2)cc1	12%	1%	-10%	0%	1%	-6%	-27%	7%	-1%	0%	-10%
20	CC(C)(CNC(=O)c1ccc(NS(=O)(=O)c2ccc(Br)cc2)cc1)N1CCOCC1	·	2%	·	1%	0%	-4%	-13%	-2%	-4%	·	·
21	Cn1nnnc1Sc1ncnc2scc(-c3ccccc3Br)c12	·	?	·	-4%	-9%	-10%	-63%	?	-4%	·	·
22	CCCCN(C(=O)CN1C(=O)C2CCCCC2C1=O)c1c(N)n(CCCC)c(=O)[nH]c1=O (stereo not drawn)	·	-1%	·	-1%	-4%	-5%	-2%	-3%	-3%	·	·
23	COc1ccc(N2C(=O)c3ccccc3NC23C(=O)N(C)c2ccccc23)cc1 (stereo not drawn)	-3%	3%	5%	0%	3%	8%	10%	·	-1%	9%	20%
24	O=C1CC(C(=O)Nc2ccccc2)C2(CCCC2)O1 (stereo not drawn)	-4%	4%	1%	-6%	10%	0%	34%	2%	-3%	-2%	-5%
25	COC(=O)c1c(C)[nH]c(C(=O)/C=C/c2ccccc2)c1C	17%	0.48µM*	-1%	2.2µM*	?	12µM*	?	0%	1.4µM*	7.1µM*	1.4µM*
26	CCNC(=S)N(Cc1cccs1)Cc1cc2cc(OCC)ccc2[nH]c1=O	-1%	-1%	·	-4%	0%	-7%	-11%	-1%	-5%	-6%	?
27	C=C(Cl)COc1ccc2c(C)cc(=O)oc2c1	7%	?	-3%	-3%	14%	9%	-2%	9%	8%	3%	-10%
28	COc1ccccc1-c1noc(CCCC(=O)NC2CCCC2)n1	-11%	-1%	-1%	-2%	-1%	-3%	5%	3%	0%	4%	-6%
29	CCOC(=O)/C(=C\c1ccccc1)C(=O)c1cc(C(C)=O)c(Nc2ccccc2)s1	-2%	3%	12%	-6%	-12%	-32%[inhibitor]	-102%[inhibitor]	?	-1%	?	7.1µM*
30	CCCCOC(=O)Nc1nc2ccccc2s1	-2%	1.1µM*	-9%	2.8µM*	27%	?	89%	-4%	4µM*	-19%	?
31	COc1ccc(C(=O)Nc2nc(C)c(C)s2)cc1OC	-5%	13µM*	2%	?	?	?	?	2%	?	9%	-29%
32	COC(=O)c1cc(CNC(=O)c2ccc(S(=O)(=O)N(C)c3ccccc3)cc2)ccc1OC	·	·	·	-6%	-11%	-3%	-11%	4%	-2%	·	·
33	COc1ccccc1N1CCN(CC(=O)NCc2ccc(Cl)cc2)CC1	4%	-1%	-1%	1%	·	-7%	-23%	24%	0%	·	·
34	CCC(=O)Nc1cccc(NC(=S)NC(=O)c2cc3ccccc3o2)c1	2%	0.6µM*	3%	1.1µM*	25%	23µM*	?	-5%	1.1µM*	11%	-33%
35	Cc1ccc(-c2cnn3c(N4CCOCC4)cc(C)nc23)cc1	6%	0.48µM*	5%	-11%	28%	?	28%	0%	-14%	-18%	-38%
36	CN(CC(=O)Nc1ccccc1Cl)C1CCCCC1	-11%	2%	-6%	1%	18%	-1%	-26%	2%	0%	-8%	12%
37	COCCn1ccc2c(OCC(=O)NCc3ccc(C)cc3)cccc2c1=O	·	2%	·	1%	-2%	-1%	3%	?	-2%	·	·
38	CCc1ccccc1N(C(=O)c1snc(C(N)=O)c1N)C(C(=O)NCC1CCCO1)c1ccc(N(C)C)cc1 (stereo not drawn)	18%	0%	-6%	4%	-6%	-4%	-48%	7%	4%	-6%	0%
39	COc1ccccc1N1CCN(S(=O)(=O)c2ccccc2F)CC1	-3%	4%	-7%	0%	-6%	-1%	-8%	·	0%	-4%	27%
40	COc1ccc(CNc2nc3c(c(=O)n(Cc4ccc(Br)cc4)c(=O)n3C)n2C)cc1	10%	8%	-2%	-5%	-3%	-23%	-64%	0%	-9%	-16%	10%
41	CC(C)[C@H](NC(=O)C1CC(=O)N(c2ccc(F)cc2)C1)C(=O)N1CCCCC1 (stereo partly drawn)	21%	4%	6%	0%	21%	-1%	-4%	-2%	-2%	-9%	0%
42	Clc1ccc(-c2c[n+](Cc3ccc(Br)cc3)c3n2CCCCC3)cc1	7%	-2%	2%	-5%	-3%	-9%	-26%	-11%	-8%	11µM*	?
43	Cc1ccc(Cn2c(SCC(=O)NCC3CCCO3)nc3ccsc3c2=O)cc1 (stereo not drawn)	8%	-14%	-2%	-4%	-3%	-1%	-10%	-9%	-3%	2%	27%
44	Cc1ccc2[nH]cc(C(=O)CN3CCN(c4ccccc4F)CC3)c2c1	-6%	0%	-7%	-8%	20%	1%	-24%	·	-19%	0%	4%
45	O=C(Nc1c(-c2ccccc2)nc2ccccn12)c1ccccc1F	-2%	-6%&-8%	-4%	-2%	6%	2%	2%&16%	-9%	1%	11%	-6%
46	C1CCC(N=C(NC23CC4CC(CC(C4)C2)C3)N2CCOCC2)CC1	13%	·	·	11%[46.1 µM]	·	·	·	·	-1%[46.1 µM]	0%	-22%

Screening results: PubChem BioAssay, National Center for Advancing Translational Sciences (NCATS)
